# mut p53 react = mutant p53 pathway re-activators, primary screen, cell-based, SW480, luciferase, single point, HTS; SW480 PUMA-promoter luciferase, p53 mutant reactivation; 28,000 compounds, 1.5% hits; AID 624151, 2012; activation, % at 9.98 µM; in the data active = activation above about 52%; inconclusive = no clear call, values can overlap the other calls
# STK33 inh = STK33 kinase inhibitors, primary screen, biochemical, luminescence, ADP-Glo, MBP substrate. 27,000 compounds, 0.44% hits. inhibition, % at 12.5 µM. AID 2322, 2010. Serine/threonine-protein kinase 33 (Homo sapiens), Q9BYT3; in the data active = inhibition above about 20%; inconclusive = no clear call, values can overlap the other calls
# Target sequence (Q9BYT3 whole entry, looked up): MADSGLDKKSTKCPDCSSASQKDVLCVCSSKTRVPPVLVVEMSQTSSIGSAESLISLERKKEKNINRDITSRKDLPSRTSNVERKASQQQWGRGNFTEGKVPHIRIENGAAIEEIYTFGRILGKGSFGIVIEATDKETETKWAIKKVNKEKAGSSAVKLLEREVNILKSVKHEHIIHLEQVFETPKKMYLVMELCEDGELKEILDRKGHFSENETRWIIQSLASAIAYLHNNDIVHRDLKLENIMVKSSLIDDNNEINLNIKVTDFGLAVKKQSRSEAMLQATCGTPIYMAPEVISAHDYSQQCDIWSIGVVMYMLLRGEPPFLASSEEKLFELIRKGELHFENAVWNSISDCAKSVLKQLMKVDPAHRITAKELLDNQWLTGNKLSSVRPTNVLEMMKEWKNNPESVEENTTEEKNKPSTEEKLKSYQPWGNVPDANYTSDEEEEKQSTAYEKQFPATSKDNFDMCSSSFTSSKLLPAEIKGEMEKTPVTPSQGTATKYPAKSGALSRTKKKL
# Starred values were filed as active, the others as inactive; ? = inconclusive; · = no result given; & = joins results of further samples.
SMILES,mut p53 react,STK33 inh
COc1ccccc1NC(=O)Cn1cc(C(=O)c2ccccc2F)c2ccccc21,10,2
C/C(=C/CCC(CO)C1CCC2(C)C3CCC4C(C)(C)C(OC5OC(CO)C(O)C(O)C5O)CC(O)C45CC35CCC12C)COC1OC(CO)C(O)C(O)C1O (configuration not stated),12&-2,-5
CCCCCCCCC/C=C/C(=O)CCc1ccc(O)c(OC)c1,-7,-2
CC(=O)Nc1cccc(NC(=O)CSc2nnnn2C)c1,-13,-4
O=c1oc(-c2ccccn2)nc2ccccc12,·,0
C[C@@H]1CN([C@H](C)CO)C(=O)c2cc(NC(=O)CCC(F)(F)F)ccc2O[C@@H](C)CCCCO[C@H]1CN(C)C(=O)c1ccncc1,6,·
C[C@H]1CN([C@@H](C)CO)C(=O)Cc2cc(NC(=O)Cn3cnnn3)ccc2O[C@H]1CN(C)Cc1ccccc1,·,5
Cc1noc(C)c1S(=O)(=O)Nc1cccc2c1O[C@H](CN(C)Cc1ccc(C(=O)O)cc1)[C@@H](C)CN([C@H](C)CO)C2=O,6,·
Cc1nc(SCC(=O)n2c3c(c4ccccc42)CCCC3)n[nH]1,13,?
CCOC(=O)c1ccc(/C=N/O)[n+](Cc2ccccc2)c1,1,·
C[C@@H]1CN([C@H](C)CO)C(=O)c2cc(NC(=O)Nc3ccc4c(c3)OCO4)ccc2O[C@@H]1CN(C)C(=O)Nc1ccc2c(c1)OCO2,6,·
CNC(=S)N(Cc1ccco1)C1CC(=O)N(c2ccc(C(=O)OC)cc2)C1=O (configuration not stated),7,-2
C[C@@H]1CN([C@@H](C)CO)C(=O)CCCn2nncc2CO[C@H]1CN(C)S(=O)(=O)c1ccc(-n2cccn2)cc1,·,0
COc1ccc(NC(=O)CN(C2CCCCC2)S(C)(=O)=O)cc1OC,-11,-1
O=C(NCc1cccnc1)C1CC(c2ccccc2Cl)=NO1 (configuration not stated),11,-1
CCOc1ccc(C(=O)c2oc3ccccc3c2NC(=O)c2cc3ccccc3oc2=O)cc1,31,0
C[C@@H]1CN([C@H](C)CO)C(=O)CCCn2cc(nn2)CO[C@H]1CN(C)Cc1ccc(Oc2ccccc2)cc1,·,-3
CNC[C@H]1Oc2c(NC(=O)Nc3cccc4ccccc34)cccc2C(=O)N([C@H](C)CO)C[C@H]1C,-8,·
CNC(=O)CN(c1ccc(Br)cc1)S(=O)(=O)c1ccc(C)cc1,-8,2
O=C(O)CCCC(=O)Nc1cc(C(=O)O)ccc1Cl,9,0
Cc1ccc(-c2csc3nnc(SCC(=O)N4CCOCC4)n23)cc1,-3,0
CCOC(=O)c1c(NC(=O)COc2ccc(C)cc2Br)sc(C)c1C,-16,-4
CC(C)(C)NC(=O)c1ccc2c3c(onc13)-c1ccccc1C2=O,·,8
CC(=O)O[C@H]1C[C@@H](OC(C)=O)C(C)(C)C2C[C@@H](OC(C)=O)[C@]3(C)C([C@H](OC(C)=O)C[C@@]4(C)[C@H](c5ccoc5)OC(=O)[C@H]5O[C@]543)[C@]21C (some centres not stated),·,1
CC(=O)c1ccc(NC(=O)CSc2nccn2C)cc1,93*,-2

# Single values from the list.
# `Cc1noc(C)c1S(=O)(=O)Nc1cccc2c1O[C@H](CN(C)Cc1ccc(C(=O)O)cc1)[C@@H](C)CN([C@H](C)CO)C2=O` – mut p53 react: 6
# `COc1ccccc1NC(=O)Cn1cc(C(=O)c2ccccc2F)c2ccccc21` – mut p53 react: 10
# `O=C(NCc1cccnc1)C1CC(c2ccccc2Cl)=NO1` (configuration not stated) – STK33 inh: -1
# `Cc1nc(SCC(=O)n2c3c(c4ccccc42)CCCC3)n[nH]1` – mut p53 react: 13
# `C[C@@H]1CN([C@H](C)CO)C(=O)c2cc(NC(=O)Nc3ccc4c(c3)OCO4)ccc2O[C@@H]1CN(C)C(=O)Nc1ccc2c(c1)OCO2` – mut p53 react: 6
# `C/C(=C/CCC(CO)C1CCC2(C)C3CCC4C(C)(C)C(OC5OC(CO)C(O)C(O)C5O)CC(O)C45CC35CCC12C)COC1OC(CO)C(O)C(O)C1O` (configuration not stated) – STK33 inh: -5
# `CC(=O)Nc1cccc(NC(=O)CSc2nnnn2C)c1` – mut p53 react: -13

# More records follow:
SMILES,mut p53 react,STK33 inh
COc1cc(C(=O)NCc2ccco2)cc(OC)c1OC,-8,3
COc1ccc(OCC(=O)Nc2ccc(-c3nc4ccc(C)cc4o3)cc2)cc1,-43,5
C[C@@H]1CCCCO[C@@H](CN(C)Cc2ccncc2)[C@@H](C)CN([C@H](C)CO)C(=O)c2cc(NC(=O)Nc3ccc4c(c3)OCO4)ccc2O1,·,-1
CC(C)NC(=O)Nc1ccc2c(c1)CC(=O)N([C@H](C)CO)C[C@@H](C)[C@@H](CN(C)C(=O)Nc1ccc(C(F)(F)F)cc1)O2,·,2
C[C@@H]1CN([C@H](C)CO)C(=O)Cc2cc(N(C)C)ccc2O[C@H]1CN(C)CC1CC1,·,-2
O=C(/C=C/c1ccc(O)cc1)CC(=O)/C=C/c1ccc(O)cc1,6,120*
CNC[C@@H]1OCCCC[C@H](C)Oc2ccc(NC(=O)c3ccncc3)cc2C(=O)N([C@H](C)CO)C[C@@H]1C,3,·
COc1ccc(NC(=O)CSc2c(C)n[nH]c2C)cc1,5,-2
O=S(=O)(c1cc(C(F)(F)F)ccc1Cl)N1CCN(Cc2cccc(OCCO)c2)CC1,·,-3
CNC(=O)C1=C[C@H](c2ccc(C(=O)OC)cc2)C[C@H](OCc2ccc(CO)cc2)O1,·,-1
CN(CC(=O)O)S(=O)(=O)c1ccc2ccccc2c1,-10,7
Cc1ccc2nc(-c3cccnc3)cc(C(=O)Nc3sc4c(c3C(N)=O)CCCCCC4)c2c1,-5,-1
COCC#Cc1cnc2c(c1)C(=O)N([C@@H](C)CO)C[C@H](C)[C@H](CN(C)Cc1ccccc1F)O2,4,·
O=S(=O)(c1cccc2cccnc12)N1CCN(Cc2ccc(OCCO)cc2)CC1,·,0
COc1cc2c(cc1O)C1Cc3ccc(O)c(OC)c3CN1CC2 (configuration not stated),0,1
CC(C)NC(=O)N(C)C[C@@H]1Oc2ccc(NC(=O)CCC(F)(F)F)cc2C(=O)N([C@H](C)CO)C[C@@H]1C,7,0
O=C(N1CCOCC1)[C@@]1(CCS(=O)(=O)c2ccccc2)N=C(c2ccc(OCCCO)cc2)O[C@H]1c1ccccc1,·,0
CNC[C@@H]1Oc2ccc(NC(=O)Cn3cnnn3)cc2CC(=O)N([C@@H](C)CO)C[C@@H]1C,-7,1
O=C1O[C@@H](c2ccccc2)[C@@H](c2ccccc2)N2[C@@H](c3ccccc3OCCO)[C@]3(C(=O)Nc4ccc(C#CC5(O)CCCCCC5)cc43)[C@@H](C(=O)N3CCN(c4ncccn4)CC3)[C@H]12,·,10
Cc1ccc(NC(=O)c2c(NC(=O)CN3CCOCC3)sc3c2CCC3)c(C)c1,-2,0
COc1cc(S(=O)(=O)NCC2CCCO2)c(OC)cc1Cl (configuration not stated),-23,1
Cc1ccc(Oc2coc3cc(OCC(=O)Nc4ccccc4C(F)(F)F)ccc3c2=O)cc1,14,1
C[C@@H]1CN([C@H](C)CO)C(=O)Cc2cc(NC(=O)Nc3ccc(C(F)(F)F)cc3)ccc2O[C@@H]1CN(C)C(=O)Nc1ccc(C(F)(F)F)cc1,·,3
COc1ccccc1CCNC(=O)c1cc(-c2ccncc2)nc2ccc(Br)cc12,-14,-1
NC(=O)C1(N2CCCCC2)CCN(CC(=O)Nc2ccc(Br)cc2)CC1,-2,-1

# Entries of single compounds as entered above. Values in the order: mut p53 react	STK33 inh
# `Cc1ccc(NC(=O)c2c(NC(=O)CN3CCOCC3)sc3c2CCC3)c(C)c1` is listed as -2	0
# `COc1ccccc1CCNC(=O)c1cc(-c2ccncc2)nc2ccc(Br)cc12` is listed as -14	-1
# `CNC(=O)C1=C[C@H](c2ccc(C(=O)OC)cc2)C[C@H](OCc2ccc(CO)cc2)O1` is listed as ·	-1
# `Cc1ccc2nc(-c3cccnc3)cc(C(=O)Nc3sc4c(c3C(N)=O)CCCCCC4)c2c1` is listed as -5	-1

# Next part
SMILES,mut p53 react,STK33 inh
C[C@@H]1CN([C@H](C)CO)C(=O)Cc2cc(NC(=O)Nc3cccc4ccccc34)ccc2O[C@H]1CN(C)Cc1ccncc1,·,2
COCCNc1ncnc2c1cnn2Cc1ccc(C)cc1,-1,6
C[C@H]1CN([C@@H](C)CO)C(=O)c2cc(NS(=O)(=O)c3cn(C)cn3)ccc2O[C@@H]1CN(C)Cc1ccncc1,·,2
C[C@H]1CN([C@@H](C)CO)C(=O)CCCn2cc(nn2)CO[C@@H]1CN(C)Cc1ccc(C(=O)O)cc1,·,3
C=CCn1c(=O)c(C(=O)NCc2ccccn2)c(O)c2ccccc21,34,3
CC(C)c1ccc(OCC(=O)Nc2ccccc2-c2nc3ccccc3s2)cc1,-1,1
C[C@@H]1CN([C@H](C)CO)C(=O)c2cc(NC(=O)Nc3ccc4c(c3)OCO4)ccc2O[C@@H]1CN(C)C(=O)NC1CCCCC1,-1,·
C[C@@H]1CN([C@@H](C)CO)C(=O)c2cc(NC(=O)Nc3ccc(C(F)(F)F)cc3)ccc2O[C@H]1CN(C)Cc1ccc(Cl)c(Cl)c1,·,4
COc1ccccc1C1C(C(=O)c2ccco2)C(=O)C(=O)N1c1cc(C)on1 (configuration not stated),-6,-2
C[C@@H]1CCCCO[C@@H](CN(C)Cc2ccncc2)[C@@H](C)CN([C@@H](C)CO)C(=O)c2cc(NC(=O)Nc3cccc4ccccc34)ccc2O1,-19,·
O=C(CC1(O)C(=O)N(Cc2ccccc2)c2ccccc21)c1ccccc1[N+](=O)[O-] (configuration not stated),7,1
CS(=O)(=O)N(CC(=O)Nc1ccc(Oc2ccccc2)cc1)c1ccc2c(c1)OCCO2,27,-1
C[C@H]1CN([C@@H](C)CO)C(=O)c2cccc(NC(=O)Nc3ccc(C(F)(F)F)cc3)c2O[C@@H]1CN(C)S(=O)(=O)c1cn(C)cn1,-2,·
COc1ccccc1-c1cnc2c(c1)C(=O)N([C@@H](C)CO)C[C@@H](C)[C@@H](CN(C)C(=O)c1cccnc1)O2,3,·
CC(C)C#Cc1cnc2c(c1)C(=O)N([C@H](C)CO)C[C@H](C)[C@@H](CN(C)C(=O)c1ccccc1F)O2,0,·
C[C@@H]1CN([C@H](C)CO)C(=O)c2cc(-c3ccccc3F)cnc2O[C@@H]1CN(C)C(=O)CN(C)C,2,·
Cc1cc(C)c(S(=O)(=O)NCc2ccccn2)cc1C,0,-2
C[C@H](CO)N1C[C@H](C)[C@H](CN(C)S(=O)(=O)c2ccccc2)Oc2ncc(C#Cc3ccccc3F)cc2C1=O,-7,·
O=C(C[C@@H]1C[C@H]2c3cc(NC(=O)c4ccc5c(c4)OCO5)ccc3O[C@H]2[C@H](CO)O1)NCCc1ccccc1,13,·
COc1ccccc1CCNC(=O)c1cc(-c2ccc(C)o2)nc2ccccc12,11,-1
C[C@@H]1CN([C@H](C)CO)C(=O)c2cc(C3=CCCCC3)cnc2O[C@H]1CN(C)CC1CCOCC1,3,·
COc1ccc(OCC(=O)Nc2ccc(C)cc2[N+](=O)[O-])cc1,136*,-2
CNC[C@@H]1Oc2ccc(NS(=O)(=O)c3cn(C)cn3)cc2CC(=O)N([C@H](C)CO)C[C@H]1C,6,0
C[C@H]1CN([C@@H](C)CO)C(=O)CCCn2cc(nn2)CO[C@@H]1CN(C)C(=O)Nc1ccc(F)cc1,·,-3
COC(=O)c1ccc(NC(=O)CN(c2ccccc2Br)S(C)(=O)=O)cc1,15,-6

# Further results follow:
SMILES,mut p53 react,STK33 inh
C/C=C/[C@@H](CC(=O)N1Cc2ccccc2C[C@H]1CO)[Si](C)(C)c1ccc(OC)cc1,·,7
C[C@H]1CN([C@@H](C)CO)C(=O)Cc2cc(NC(=O)CCC(F)(F)F)ccc2O[C@H]1CN(C)C(=O)Nc1ccc2c(c1)OCO2,·,1
CCOC(=O)c1c(NC(=O)COc2cc(C)ccc2C)sc(C)c1C,19,4
CC(C)NC(=O)Nc1ccc2c(c1)CC(=O)N([C@@H](C)CO)C[C@@H](C)[C@@H](CN(C)Cc1ccc(Oc3ccccc3)cc1)O2,·,2
C[C@H](CO)N1C[C@H](C)[C@H](CN(C)Cc2ccc(-c3ccccc3)cc2)Oc2ccc(NC(=O)Nc3ccc4c(c3)OCO4)cc2C1=O,·,1
CCCOc1ccc(C(=O)C2C(=O)C(=O)N(c3nc(C)c(C(=O)OC)s3)C2c2ccco2)cc1 (configuration not stated),5,-4
C[C@@H]1CN([C@@H](C)CO)S(=O)(=O)c2ccc(-c3ccccc3)cc2O[C@@H]1CN(C)C,6,·
C[C@H](CO)N1C[C@H](C)[C@@H](CN(C)Cc2ccc(C(F)(F)F)cc2)Oc2ccc(NC(=O)C3CC3)cc2CC1=O,8,·
C[C@@H]1CCCCO[C@@H](CN(C)S(=O)(=O)c2ccc(Cl)cc2)[C@@H](C)CN([C@H](C)CO)C(=O)c2cc(NC(=O)Nc3ccccc3)ccc2O1,·,-2
COC(=O)c1sccc1NC(=O)c1cc(-c2ccccn2)nc2ccc(Br)cc12,-7,-3
CC(C)(O)/C(=C/C#N)n1cccn1,6,·
C[C@@H]1CCCCO[C@H](CN(C)S(=O)(=O)c2cn(C)cn2)[C@@H](C)CN([C@H](C)CO)C(=O)c2cc(NS(=O)(=O)c3cn(C)cn3)ccc2O1,6,1
COC(=O)c1ccccc1NC(=O)COc1cc(C)c(Br)c(C)c1,12,-2
Cc1ccc(S(=O)(=O)NCC(=O)Nc2ccc(Br)cc2F)cc1,-13,0
C[C@H]1CN([C@@H](C)CO)C(=O)Cc2cc(NS(=O)(=O)c3cn(C)cn3)ccc2O[C@H]1CN(C)CC1CC1,0,-3
O=C(Cc1ccccc1[N+](=O)[O-])Nc1ccc(S(=O)(=O)N2CCCCC2)cc1,-14,-5
O=C(O)c1cc(NC(=O)C2CC=CCC2C(=O)O)ccc1Cl (configuration not stated),4,-3
C[C@@H]1CN([C@@H](C)CO)C(=O)Cc2cc(NS(=O)(=O)c3ccccc3)ccc2O[C@H]1CN(C)C(=O)NC1CCCCC1,2,·

# Only part of the results is shown, so the mix of outcomes need not match the whole.
